# Bioassay records deposited in PubChem BioAssay by Broad Institute.
# Cneo AK release = Cryptococcus neoformans cell lysis inducers, primary screen, AK release luminescence, single concentration; C. neoformans lysis, adenylate kinase release luminescence, 4 h; normalised: neutral wells 0, clomiphene wells 100; lysis activity, % at 15 µM; 360,000 compounds, 0.2% hits;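 active = mean lysis activity across replicates of at least 80%, whatever share of replicates individually reach that level; inactive = mean lysis activity below 80%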
#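 Assay system: Cryptococcus neoformans yeast cells / Dosing: single-point compound dose / Timing: 4 h at 37 °C static, read 1 h later / Measured by: luminescence of released adenylate kinase using an AK detection reagent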
# C2C12 statin = suppressors of statin myotoxicity in C2C12 myotubes, primary screen, cell-based, single point, plate reader; C2C12 myotubes + simvastatin, ATP luminescence, 48 h; scaled: DMSO 0, geranylgeraniol control 100; rescue of ATP level, % at 7.49 µM; 330,000 compounds, 0.78% hits; AID 602340, 2012;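 active = mean ATP rescue above about 67%, or every replicate alone reaching that limit, limit read from the data, passing the limit was not always enough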;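 note: myotubes were challenged with 10 µM simvastatin during compound exposure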
# INS-1E GSIS act = GLuc luminescence reporter in INS-1E cells, primary screen for activators of glucose-dependent secretion of insulin; INS-1E GLuc reporter insulin secretion, 2-3 h; activation, % at 16.6 µM; 370,000 compounds, 0.61% hits; AID 743287, 2014;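 active = lowest replicate activation of at least 40%, so every replicate reaches that level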;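 note: 0% = median of neutral control wells and 100% = median of IBMX positive control wells; some compounds called inactive have numbers as strong as hits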
# ARNT TACC3 PPI = disruptors of ARNT/TACC3 protein interaction, primary screen, biochemical, AlphaScreen, single concentration. Transforming acidic coiled-coil-containing protein 3 (Homo sapiens), Q9Y6A5. AlphaScreen His-ARNT PAS-B/GST-TACC3 binding, luminescence; TACC3 fragment carries E629A point mutation. inhibition, % at 9.99 µM. 390,000 compounds, 0.66% hits. AID 623870, 2012;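 active = mean inhibition of replicates at least 50% and at least half of replicates each reaching 50%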;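 note: 0% = complete ARNT plus TACC3 wells and 100% = ARNT alone without TACC3; many hits fall short of the cut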
# PglD inh = C. jejuni PglD acetyltransferase inhibitors, primary screen, biochemical, DTNB colorimetric, single point; UDP-N-acetylbacillosamine N-acetyltransferase PglD (Campylobacter jejuni); inhibition, % at 12.5 µM; AID 602405, 2012; purified PglD enzyme, DTNB colorimetric CoA detection; 360,000 compounds, 0.098% hits; in the data active = inhibition above about 16%, passing the limit was not always enough; note: strong numbers were not always called active
# PAX8 reporter = inhibitors of PAX8-driven TPO luciferase reporter, primary screen, RMG-I cells, single concentration. inhibition, % at 12.6 µM. SteadyGlo, 24 h. 360,000 compounds, 1.2% hits;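 active = mean replicate inhibition at least 60% with every replicate also reaching 60%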;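 note: luciferase light reporting Pax8 driven TPO promoter activity; plate controls were median of neutral control wells for no effect and mitoxantrone controls for full effect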
# LGR2 inh = inhibitors of bursicon-induced LGR2 CRE-luciferase signal, primary screen, cell-based, HEK293, CRE-luciferase reporter, bursicon stimulation. Drosophila bursicon receptor LGR2 (rickets). bursicon-stimulated, 4 h. inhibition, % at 9.99 µM. 380,000 compounds, 0.35% hits. AID 720647, 2013;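 active = drop in luminescence signal, shown as inhibition above about 50% in the replicate tests, limit read from the data, passing the limit was not always enough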;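 note: agonist challenge used bursicon conditioned medium at about half maximal strength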
# PGC1a acetyl inh = inhibitors of PGC1a acetylation signal, primary screen, cell-based, U2OS, AlphaScreen, inhibitor mode | 350,000 compounds, 0.17% hits | AID 651687, 2012 | AlphaScreen anti-acetyl-lysine; with virally co-expressed GCN5 acetyltransferase | inhibition, % at 15.6 µM;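 active = every replicate shows inhibition of at least 40%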;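 note: 0% = neutral control wells and 100% = positive control wells; some results beyond the cut were filed as inactive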
# Starred values were filed as active, the others as inactive; . = no result given; & = joins results of further samples.
no.	Molecule	Cneo AK release	C2C12 statin	INS-1E GSIS act	ARNT TACC3 PPI
1	COc1ccc(Cc2nnc(NC(=O)c3ccco3)s2)cc1OC	-0.1	11.2	.	-3.8
2	C/C=C/c1cnc2c(c1)C(=O)N([C@H](C)CO)C[C@H](C)[C@@H](CN(C)C(=O)C1CCOCC1)O2	-3.4	1.1	2.3	-6.4
3	COc1ccc(C(=O)O)cc1S(=O)(=O)N(C)CCc1cccnc1	-0.5	1.8	.	-3.2
4	NC(=S)NNc1ccc(Cl)c(Cl)c1	1.0	22.6	.	-0.2
5	COc1ccc2nc(NC(=O)CSCC(=O)Nc3cc(C)on3)sc2c1	.	.	2.2	-2.1
6	C[C@@H]1CCCCO[C@H](CN(C)Cc2ccccc2)[C@H](C)CN([C@@H](C)CO)C(=O)c2cc(NC(=O)CCC(F)(F)F)ccc2O1	.	-16.4	2.2	.
7	COc1ccc(/[N+]([O-])=C/c2ccco2)cc1	3.5	-21.6	-19.8	3.3
8	CCCCOC(=O)CSC(=S)N(C)Cc1cccs1	.	-3.0	-19.6	-11.1
9	Cc1noc(C)c1S(=O)(=O)Nc1cccc2c1O[C@@H](CN(C)C(=O)Nc1ccc3c(c1)OCO3)[C@@H](C)CN([C@@H](C)CO)C2=O	0.0	-57.4	-3.8	9.5
10	CCC(=O)Nc1ccc(NC(=O)c2oc3ccccc3c2C)cc1	-4.1	19.7	12.3	-7.8

no.	PglD inh	PAX8 reporter	LGR2 inh	PGC1a acetyl inh
1	-4.0	.	.	-3.9
2	-2.5	-4.5	-1.4	8.5
3	-3.2	.	.	-0.2
4	4.5	23.4	.	.
5	.	-100.6	-53.5	-0.8
6	.	1.9	13.1	-5.3
7	0.1	-331.2	14.3	0.7
8	.	2.4	-0.9	.
9	-3.4	.	7.1	-2.6
10	0.2	-16.6	-10.8	-13.0

# (continued)
no.	Molecule	Cneo AK release	C2C12 statin	INS-1E GSIS act	ARNT TACC3 PPI
11	C[C@H](CO)N1C[C@H](C)[C@H](CN(C)C)Oc2ccc(NC(=O)CCCCCC(=O)Nc3ccccc3N)cc2CC1=O	1.0	23.0	49.7	-21.0
12	COc1ccccc1/C=C/C(=O)Nc1cccnc1	1.8	-5.1	9.9	38.3
13	CCC1Sc2ccc(S(=O)(=O)CCC(=O)Nc3cc(C)ccn3)cc2NC1=O (stereo unspecified)	-0.5	-4.6	21.0	-2.3
14	C/C=C/c1cnc2c(c1)C(=O)N([C@H](C)CO)C[C@H](C)[C@H](CN(C)C(=O)C1CCOCC1)O2	-8.1	-3.2	36.0	-2.8
15	O=[N+]([O-])c1ccc(N2CCN(S(=O)(=O)c3ccc4ccccc4c3)CC2)cc1NCc1ccco1	-0.4	.	.	0.0
16	O=C(Nc1ccc(F)cc1)c1cccc(N2C(=O)c3ccccc3C2=O)c1	.	-7.8	6.3	-7.1
17	C[C@@H]1CCCCO[C@@H](CN(C)S(=O)(=O)c2ccccc2)[C@@H](C)CN([C@H](C)CO)C(=O)c2cc(NS(=O)(=O)c3ccc(F)cc3)ccc2O1	0.9&0.5	16.8	-4.4&5.8	-5.8
18	Cc1ccc(S(=O)(=O)Nc2ccc3c(c2)C(=O)N(C)[C@@H]2CC[C@H](CC(=O)O)O[C@@H]2CO3)cc1	-2.1	20.2	-3.2	-1.2
19	COc1ccc(-c2nc3c4ccccc4ccn3c2Cc2ccc(C)cc2)cc1OC	1.8	5.1	-35.3	.
20	C[C@H](CO)N1C[C@H](C)[C@H](CN(C)Cc2ccncc2)Oc2c(NC(=O)c3nc4ccccc4s3)cccc2C1=O	-2.8	-1.1	-3.5	4.2

no.	PglD inh	PAX8 reporter	LGR2 inh	PGC1a acetyl inh
11	3.8	25.5	-8.0	1.7
12	-0.2	-33.1	-16.7	-3.1
13	1.4	16.9	1.9	-3.8
14	7.4	-6.0	7.7	-4.5
15	-8.4	.	.	-10.9
16	.	-29.8	7.3	-2.4
17	-0.3&5.2	18.5&-2.0	-9.3	-4.4&5.2
18	-1.8	13.6	2.4	-7.8
19	2.2	-21.1	-14.7	-6.4
20	-8.4	-4.9	-10.3	-1.1

# Next entries follow.
no.	Molecule	Cneo AK release	C2C12 statin	INS-1E GSIS act	ARNT TACC3 PPI
21	Cc1ccccc1NC(=O)NCCCCc1ccccc1	-0.3	-2.4	-7.6	.
22	C=CCNC(=S)/C(=C(/[O-])c1ccc([N+](=O)[O-])cc1)[n+]1ccccc1	.	.	1.9	1.9
23	COc1ccccc1NC(=O)COC(=O)C1CC2CCCC(C1)C2=O (stereo unspecified)	.	.	-2.9	-7.0
24	Cc1cc(C(=O)OCC(=O)c2cccs2)ccc1[N+](=O)[O-]	.	21.5	-19.8	-3.5
25	CC(=O)c1ccc(Nc2nc(NCCO)nc(OC(C(F)(F)F)C(F)(F)F)n2)cc1	-1.9	-36.2	.	-3.0
26	O=C(N[C@@H](Cc1ccccc1)C(=O)OCc1ccccc1)c1nc[nH]c1C(=O)N[C@@H](Cc1ccccc1)C(=O)OCc1ccccc1	-0.9	15.1	3.9	-0.7
27	OCCOCCn1c(C(CO)Nc2nc(-c3ccccc3Br)cs2)nc2ccccc21 (stereo unspecified)	-0.3	19.3	-5.2	5.0
28	O=C(O)CCCCCN1C(=O)C(O)=C(C(=O)/C=C/c2ccccc2)C1c1ccc2c(c1)OCO2 (stereo unspecified)	.	.	-27.0	.
29	CC1(c2cnc(Nc3ccccc3)s2)CCC(=O)O1 (stereo unspecified)	1.2	0.0	.	.
30	Cc1ccc(S(=O)(=O)N(C)c2ccc(N)cc2)cc1	0.2	10.6	.	0.4

no.	PglD inh	PAX8 reporter	LGR2 inh	PGC1a acetyl inh
21	1.9	-14.0	-3.5	.
22	.	-11.6	.	1.4
23	.	.	11.0	3.6
24	-6.8	-16.3	-9.2	-2.8
25	0.3	.	.	-0.1
26	3.8	-0.3	8.4	2.1
27	-5.6	-1.5	3.1	-0.4
28	.	-0.2	29.2	-7.0
29	-1.5	-80.6	.	8.9
30	-1.1	-10.2	.	.

# The results go on:
no.	Molecule	Cneo AK release	C2C12 statin	INS-1E GSIS act	ARNT TACC3 PPI
31	COc1ccccc1NC(=O)N(C)C[C@H]1Oc2ncc(C#CCC(C)C)cc2C(=O)N([C@H](C)CO)C[C@H]1C	0.5	17.5	-3.7	-5.0
32	Nc1nc(-c2ccccc2)c(N=Nc2cccnc2)s1	.	.	10.7	-0.9
33	CSCCC(NC(=O)OCc1ccccc1)C(=O)NCc1cccnc1 (stereo unspecified)	2.3	4.0	7.6	-4.1
34	O=C(O)/C=C\c1cccc(-n2nnnc2SCc2ccccc2F)c1	-0.5	5.6	52.2*	-22.8
35	COc1cccc(NC(=O)C(NCCc2ccc(S(N)(=O)=O)cc2)c2ccccc2)c1 (stereo unspecified)	-2.8	-1.0	-2.5	7.0
36	Oc1ccc(/C=N/N=C/c2ccc(O)c(O)c2)cc1O	0.5	2.1	2.5	12.7
37	CC1CCN(C(=O)CSc2nnc(-c3cc4ccccc4cc3O)n2Cc2ccco2)CC1	-0.4	4.9	.	1.9
38	Cc1ccc(S(=O)(=O)N[C@@H](Cc2ccccc2)C(=O)N2CCC[C@@H]2C(=O)O)cc1	-3.3	2.6	3.5	-17.9
39	Cc1ccc(S(=O)(=O)N(C)Cc2cc3ccccc3[nH]c2=O)cc1	1.9	2.4	.	-4.5
40	COc1ccc(/C=C/C(=O)C(C)(C)C)cc1OC	0.0	-8.7	14.6	-10.5

no.	PglD inh	PAX8 reporter	LGR2 inh	PGC1a acetyl inh
31	1.1	-12.8	13.6	-4.9
32	.	6.1	-16.9	.
33	-9.1	-20.5	2.7	-1.2
34	4.7	-3.6	-7.0	-5.3
35	-1.6	74.4*	16.0	-10.8
36	4.0	24.8	-13.4	-12.4
37	-1.8	21.6	.	-17.1
38	9.3	9.7	-1.7	-2.8
39	-1.2	.	.	.
40	-5.9	20.7	2.4	.

# INS-1E GSIS act: hit marks shown above.
item	structure	INS-1E GSIS act	ARNT TACC3 PPI	PglD inh	LGR2 inh	PGC1a acetyl inh
34	O=C(O)/C=C\c1cccc(-n2nnnc2SCc2ccccc2F)c1	52.2*	-22.8	4.7	-7.0	-5.3

# Going on with the list.
no.	Molecule	Cneo AK release	C2C12 statin	INS-1E GSIS act	ARNT TACC3 PPI
41	O=C(NCc1ccc(Cl)cc1)C(=O)NCC(c1cccnc1)N1CCN(c2ccc(F)cc2)CC1 (stereo unspecified)	.	.	-19.6	-0.7
42	COc1ccc(-c2cc(C(=O)N3CCN(c4ccccc4OC)CC3)no2)cc1OC	.	32.9	11.4	-4.9
43	C[C@@H]1CN([C@H](C)CO)C(=O)c2c(c3ccccc3n2C)-c2ccccc2CO[C@H]1CN(C)Cc1ccc(O)cc1	.	.	-15.5	.
44	O=c1cc(O)c2c(=O)n(-c3ccccc3)c3c(c2o1)CCCCCC3	-3.1	.	22.2	9.0
45	CCOC(=O)N1CCN(C(=O)c2cccn3c(=O)c4cc(Cl)ccc4nc23)CC1	-0.4	-10.5	.	-5.2
46	O=C(O)c1ccc2c(=O)n(-c3ccccc3F)c(=S)[nH]c2c1	.	.	7.1	-8.3
47	O=C(Nc1ccccc1)/C(=C\c1ccncc1)NC(=O)c1ccccc1	0.0	4.4	11.7	0.7
48	COCC#Cc1ccc2c(c1)O[C@H](CN(C)S(=O)(=O)c1ccc(OC)cc1)[C@@H](C)CN([C@H](C)CO)S2(=O)=O	0.9	-9.0	-39.7	-3.3
49	CCC1NC(=S)N(C2CCCCC2)C1=O (stereo unspecified)	1.2	1.8	4.0	-1.3
50	C[C@H]1CN([C@@H](C)CO)S(=O)(=O)c2ccc(-c3cncnc3)cc2O[C@H]1CN(C)Cc1ccncc1	0.7	-6.8	21.6	0.2
51	CCOc1ccccc1NC(=O)NC1(C(=O)NCc2cccnc2)CCCCC1	2.7	-21.1	8.4	13.6
52	C[C@@H]1CCCCO[C@H](CN(C)CC2CC2)[C@H](C)CN([C@@H](C)CO)C(=O)c2cc(NS(=O)(=O)c3ccccc3)ccc2O1	2.7	.	12.7	-2.3

no.	PglD inh	PAX8 reporter	LGR2 inh	PGC1a acetyl inh
41	.	22.4	12.1	.
42	.	8.5	-24.6	-1.2
43	.	-5.8	-6.7	-0.8
44	-2.6	-1.2	10.8	4.2
45	-2.5	.	.	-7.9
46	.	31.8	-10.0	4.0
47	4.5	8.2	.	0.1
48	4.3	-0.3	-10.6	-12.1
49	0.3	.	-1.2	55.4*
50	1.0	.	5.5	9.8
51	-7.7	4.1	-10.9	.
52	-3.4	4.4	-8.1	-3.0

# Sorted by count of non-hydrogen atoms (high to low): part of the list above.
no.	Molecule	Cneo AK release	C2C12 statin	INS-1E GSIS act	ARNT TACC3 PPI
48	COCC#Cc1ccc2c(c1)O[C@H](CN(C)S(=O)(=O)c1ccc(OC)cc1)[C@@H](C)CN([C@H](C)CO)S2(=O)=O	0.9	-9.0	-39.7	-3.3
50	C[C@H]1CN([C@@H](C)CO)S(=O)(=O)c2ccc(-c3cncnc3)cc2O[C@H]1CN(C)Cc1ccncc1	0.7	-6.8	21.6	0.2
51	CCOc1ccccc1NC(=O)NC1(C(=O)NCc2cccnc2)CCCCC1	2.7	-21.1	8.4	13.6

no.	PglD inh	PAX8 reporter	LGR2 inh	PGC1a acetyl inh
48	4.3	-0.3	-10.6	-12.1
50	1.0	.	5.5	9.8
51	-7.7	4.1	-10.9	.
